IEC-6 cytotox: IEC-6 cytotoxicity, counter-screen for KLF5 inhibitors | inhibition, % at 5 µM | 290,000 tested, 0.78% active | luminescence viability; in the data active = inhibition above about 22%;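 note: 0% = plate median of test compound wells and 100% = cytotoxic reference compound wells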
HIF act: HIF pathway transcriptional activation; activation, % at 7.5 µM (by protocol); 300,000 tested, 0.32% active; U2OS HRE-luciferase reporter, luminescence; normalized: DMSO 0%, desferrioxamine 100%; AID 1910;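 active = mean activation of at least 10% of the iron chelator positive control signal, with at least half of replicates also reaching 10%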
TRPC6 activator: activates the mouse TRPC6 cation channel; AID 2550; 310,000 tested, 0.13% active; Q61143; HEK293-TRPC6 membrane potential dye fluorescence; active compounds read high; B-score at 10 µM;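 active = B-score of the integrated fluorescence ratio above library mean plus 3 SD, and starting fluorescence ratio within library mean plus 5 SD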;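 note: higher score means more depolarization so channel activation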
TRPC4 block: TRPC4 (mouse) channel inhibition; Q9QUQ5; HEK293 TRPC4beta/mu-opioid, DAMGO-evoked Fluo4 calcium flux; active compounds read low; B-score at 10 µM; 300,000 tested, 0.39% active; AID 2247;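 active = B-score over 3 SD under the library average, no early fluorescence shift, positive overall ratio signal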
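Signal: kinetic Fluo4 fluorescence imaging of calcium influx. Material: stable TRPC4beta/mu-opioid receptor HEK293 cells. Probe or stimulus: DAMGO in two steps, submaximal then maximal.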
KLF5 inh: inhibitors of KLF5 expression; DLD-1 KLF5 promoter-luciferase reporter, luminescence; 290,000 tested, 0.23% active; AID 1700; inhibition, % at 5 µM;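 active = inhibition above a per-plate limit of that plate's mean compound inhibition plus 3 SD, cut at about 60% in these data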;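 note: 0% = DMSO wells and 100% = LY294002 at 200 µM; higher means less KLF5 promoter-driven luciferase light; inactives centre near -14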
TRPC4 PAM: TRPC4 (mouse) allosteric potentiation; Q9QUQ5; HEK293 TRPC4beta/mu-opioid, DAMGO EC20, Fluo-4 Ca2+ flux; active compounds read high; B-score at 10 µM; 310,000 tested, 0.42% active; AID 2227;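 active = B-score of calcium response area above 5 SD of library B-scores, with initial fluorescence ratio within 5 SD of library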;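 note: B-score of integrated fluorescence ratio over time as area under calcium response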
MrgX1 antagonist: antagonists of human MrgX1 receptor. Q96LB2. B-score at 10 µM. MRGX1-HEK293 calcium flux, Fluo-4, BAM8-22 antagonism; active compounds read low. 310,000 tested, 1.3% active;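 active = calcium-response B-score plate-corrected more than 3 library SD below zero, starting fluorescence within 5 deviations, no agonist response on first addition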;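 note: peak minus trough fluorescence over baseline after final BAM8-22 challenge near maximal dose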
Target sequence (Q96LB2 whole entry, looked up): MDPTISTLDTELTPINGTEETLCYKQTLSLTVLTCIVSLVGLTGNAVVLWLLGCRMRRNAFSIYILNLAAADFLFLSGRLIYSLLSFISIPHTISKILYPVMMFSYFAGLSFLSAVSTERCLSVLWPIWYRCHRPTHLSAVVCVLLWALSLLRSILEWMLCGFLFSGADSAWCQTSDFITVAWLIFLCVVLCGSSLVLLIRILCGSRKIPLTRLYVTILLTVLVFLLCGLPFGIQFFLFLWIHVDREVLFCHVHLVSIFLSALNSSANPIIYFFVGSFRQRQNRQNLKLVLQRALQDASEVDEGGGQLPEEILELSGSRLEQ
TRPC4 act: opens the mouse TRPC4 cation channel. HEK293 TRPC4beta/mu-opioid, Fluo4 calcium fluorescence; active compounds read high. 310,000 tested, 0.49% active. B-score at 10 µM. Q9QUQ5;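 active = B-score above 5 SD of library B-scores, and initial fluorescence ratio not above library mean plus 5 SD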;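 note: positive B-score marks a calcium rise read as TRPC4 activation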
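Test system: HEK293 cells stably co-expressing mouse TRPC4beta and mu-opioid receptor | Schedule: Fluo4 dye loading 45 min at room temperature, 110 s recording | Measured by: Kinetic Fluo4 calcium fluorescence, 5 s baseline at 1 Hz | Evaluation: B score of integrated ratio | Controls: Buffer (low) and maximal DAMGO (high)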
SKKanGAS inh: blocks kanamycin growth of S. pyogenes SKKanGAS strain | BacTiter-Glo, 6 h | inhibition, % at 7.5 µM | 300,000 tested, 1.3% active | AID 1662;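 active = mean replicate score, as percent of positive control median, at least 50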;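 note: strain carries kanamycin resistance gene driven by streptokinase promoter and grows in 40 µg/ml kanamycin; loss of luminescence reflects streptokinase promoter inhibition or plain growth inhibition; 0% = median of DMSO wells and 100% = positive control at its reference dose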
TRPC6 inh: blocks the mouse TRPC6 cation channel; AID 2553; B-score at 10 µM; 310,000 tested, 1.1% active; HEK293-TRPC6, membrane potential dye, ACh-evoked depolarization; active compounds read low;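 active = B-score under library mean minus 3 SD, initial fluorescence not abnormally high, positive integrated signal ratio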;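 note: B-score derived from integrated fluorescence ratio over the kinetic read; more negative B-score means stronger inhibition of depolarization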
aSyn 5UTR inh: MLPCN primary screen, SNCA 5' untranslated region; AID 1813; alpha-synuclein 5'UTR reporter, inhibitor activity; 300,000 tested, 0.82% active; inhibition, % (tested at 7.5 µM); in the data active = inhibition above about 60%;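 note: H4 neuroglioblastoma cells stably carrying SNCA 5'UTR luciferase fusion; 0% = DMSO wells and 100% = positive control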
* = called active by the depositor; i = inactive; . = not tested or not shown.

SMILES	IEC-6 cytotox	HIF act	TRPC6 activator	TRPC4 block	KLF5 inh	TRPC4 PAM	MrgX1 antagonist	TRPC4 act	SKKanGAS inh	TRPC6 inh	aSyn 5UTR inh
CCOC(=O)N1CCC(n2c(SCC(=O)NCc3ccco3)nc3ccsc3c2=O)CC1	-5	0.2	i	i	-7	i	i	i	-2	i	3
CCC(C)C(NC(=O)OC(C)(C)C)C(=O)NC(C(=O)NC(C)C(N)=O)C(C)C (stereo unspecified)	2	0.2	i	i	-28	i	i	i	-6	i	10
COc1nc(-c2ccc(C)cc2)ccc1-c1noc(-c2cccnc2)n1	.	0.1	i	i	.	i	i	i	5	i	-5
CC(/C=N/NC(=O)Cc1cccn1C)=C\c1ccco1	-1	-0.2	i	i	9	i	i	i	-5	i	-69
CCCCCOc1ccccc1C(=O)NCCCCCC(=O)O	2	-0.2	i	i	-17	i	i	i	5	i	0
Cc1nc(NC(=O)CN2CC(C)OC(C)C2)sc1C(=O)N(C)C (stereo unspecified)	-4	-0.6	i	i	15	i	i	i	2	i	5
Cc1ccc(C(=O)Cc2nnc(C)s2)cc1	1	.	i	i	-22	i	i	i	-2	i	-98
CSc1cc(-c2ccc(Cl)cc2)c(C(=O)NN)s1	4	-0.3	i	i	-1	i	i	i	20	i	-22
Cc1ccc(OCCc2csc(N)n2)cc1	5	.	i	i	-48	i	i	i	.	i	.
COc1ccc(C(=O)Nc2cc(C(F)(F)F)ccc2Cl)cc1OC	-1	-0.2	i	i	0	i	i	i	-7	i	5
CCC(=O)Nc1ccc(C(=O)NNC(=O)c2cccs2)cc1	1	-0.3	i	i	-20	i	i	i	-9	i	-15
CCC(C(=O)NCc1cccnc1)n1nc(C)c2sc3ccccc3c2c1=O (stereo unspecified)	0	-0.1	i	i	-24	i	i	i	9	i	6

Complete entries, looked up by structure:
Profile of CCC(C(=O)NCc1cccnc1)n1nc(C)c2sc3ccccc3c2c1=O (stereo unspecified) : IEC-6 cytotox = 0; HIF act = -0.1; TRPC6 activator = i; TRPC4 block = i; KLF5 inh = -24; TRPC4 PAM = i; MrgX1 antagonist = i; TRPC4 act = i; SKKanGAS inh = 9; TRPC6 inh = i; aSyn 5UTR inh = 6
Profile of COc1nc(-c2ccc(C)cc2)ccc1-c1noc(-c2cccnc2)n1 : IEC-6 cytotox = .; HIF act = 0.1; TRPC6 activator = i; TRPC4 block = i; KLF5 inh = .; TRPC4 PAM = i; MrgX1 antagonist = i; TRPC4 act = i; SKKanGAS inh = 5; TRPC6 inh = i; aSyn 5UTR inh = -5

Additional records follow:
SMILES	IEC-6 cytotox	HIF act	TRPC6 activator	TRPC4 block	KLF5 inh	TRPC4 PAM	MrgX1 antagonist	TRPC4 act	SKKanGAS inh	TRPC6 inh	aSyn 5UTR inh
Cc1cccc(NC(=O)c2onc3c2CCCC3)c1C	2	2.8	i	i	-120	i	i	i	1	i	-162
O=C1NCCC12C(=O)Nc1ccccc12 (stereo unspecified)	.	0.1	i	i	.	i	i	i	-1	i	-12
CCc1ccc(NC(=O)NC2CCCCCCC2)cc1	2	.	i	i	-162	i	i	i	.	i	.
Cc1ccc(S(=O)(=O)N(C)C)cc1NC(=O)COc1ccc(-c2nnco2)cc1	5	0.2	i	i	6	i	i	i	-2	i	8
Cc1ccc(-n2nnnc2SCc2nnc(-c3ccccc3Br)o2)cc1	-3	0.2	i	i	-21	i	i	i	8	i	-17
Cc1ccccc1Nc1nc(N)c2ccccc2n1	20	.	i	i	-7	i	i	i	18	-6.8*	-9
CCN1CCN(Cc2ccc(NC(=O)c3cc(NC(=O)c4cncc(-c5cccs5)c4)cc(OC)c3)cc2C(F)(F)F)CC1	-2	-0.5	i	i	-24	i	i	i	6	i	109*
O=C(O)CNC(=O)CCCn1nnc2ccccc2c1=O	-10	-0.9	i	i	-18	i	i	i	2	i	7
CCOc1ccc(/C(O)=C2\C(=O)C(=O)N(CCOCCO)C2c2ccccc2OC)cc1 (stereo unspecified)	-2	1.3	i	i	-17	i	i	i	-3	i	14
COc1ccc(C(c2c(O)ccc3ccccc23)N2CCOCC2)c(OC)c1 (stereo unspecified)	35*	3.2	i	-6*	-38	i	i	i	7	i	-55
O=C(Nc1ccc2c(c1)C(=O)OC2)c1ccccc1Cl	3	0.4	i	i	1	i	i	i	-1	i	-36
COc1ccc(N2CCN(C(=S)Nc3cccc(C)c3C)CC2)cc1	-6	.	i	i	2	i	i	i	-1	i	1
CC1CCCN(S(=O)(=O)c2ccc(Br)s2)C1 (stereo unspecified)	-1	-0.1	i	i	-5	i	i	i	-9	i	16
CCOc1ccc(NC(=O)CN(C)C(=O)c2ccccc2-n2cnnn2)cc1OCC	.	-1.6	i	i	.	i	i	i	-5	i	7
CCCN(CCC)CCNC(=O)C1(O)c2ccccc2NC(=O)N1c1cccc(OC)c1 (stereo unspecified)	2	-0.1	i	i	-8	i	i	i	3	i	-4
Cn1cnnc1SCC(=O)Nc1ccc(Cl)cc1	-7	0.0	i	i	-24	i	i	i	-4	i	-31
Cn1c(Cc2ccccc2)nnc1SCC(=O)Nc1ccc2c(c1)OCO2	-3	-0.3	i	i	6	i	i	i	6	i	-8
COc1cccc(/C=C2/SC(=O)N(C)C2=O)c1OCc1ccc(C(=O)O)cc1	3	0.0	i	i	-56	i	i	i	12	i	24
CC[C@H](C)[C@H](NC(=O)OCc1ccccc1)C(=O)Nc1ccc(NC(C)=O)cc1	-4	0.2	i	i	10	i	i	i	-12	i	6
COc1cc(SC)ccc1C(=O)NC(C)C	1	0.1	i	i	-7	i	i	i	-2	i	10
Cc1ccc2c(=O)cc(C(=O)NCCc3ccc(S(N)(=O)=O)cc3)oc2c1	-9	0.6	i	i	-14	i	i	i	7	i	1
CC(C)CC1NC(=O)N(Cc2nc3ccccc3s2)C1=O (stereo unspecified)	-1	0.3	i	i	-32	i	i	i	-3	i	-1
CN1C(=O)/C(=C/c2ccc(OCc3cccc(F)c3)cc2)NC1=S	-4	0.6	i	i	-20	i	i	i	-3	i	-19
CC(C)(C)c1ccc(S(=O)(=O)N2CC(C(=O)O)Oc3ccc(Cl)cc32)cc1 (stereo unspecified)	-11	-0.8	i	i	-45	i	i	i	3	i	3

Reprinted from the part before: four compounds, followed by the next part.
SMILES	IEC-6 cytotox	HIF act	TRPC6 activator	TRPC4 block	KLF5 inh	TRPC4 PAM	MrgX1 antagonist	TRPC4 act	SKKanGAS inh	TRPC6 inh	aSyn 5UTR inh
Cc1ccc2c(=O)cc(C(=O)NCCc3ccc(S(N)(=O)=O)cc3)oc2c1	-9	0.6	i	i	-14	i	i	i	7	i	1
CC(C)CC1NC(=O)N(Cc2nc3ccccc3s2)C1=O (stereo unspecified)	-1	0.3	i	i	-32	i	i	i	-3	i	-1
CN1C(=O)/C(=C/c2ccc(OCc3cccc(F)c3)cc2)NC1=S	-4	0.6	i	i	-20	i	i	i	-3	i	-19
CC(C)(C)c1ccc(S(=O)(=O)N2CC(C(=O)O)Oc3ccc(Cl)cc32)cc1 (stereo unspecified)	-11	-0.8	i	i	-45	i	i	i	3	i	3
CCOC(=O)N1CCN(C(=O)CCn2c(=O)[nH]c3ccsc3c2=O)CC1	-8	-0.3	i	i	-8	i	i	i	-8	i	4
COc1ccc(NC(=O)CSc2nnc(-c3ccco3)n2N)cc1Cl	0	0.4	i	i	-5	i	i	i	-2	i	6
CCCOc1ccc(-c2nc(C#N)c(N3CCN(C)CC3)o2)cc1	5	-0.2	i	i	-24	i	i	i	2	i	7
COc1ccc(CNC(=O)c2csc(Cc3ccc(Cl)cc3)n2)cc1	1	-0.5	i	i	5	i	i	i	11	i	1
O=C(CN1C(=O)c2ccccc2C1=O)c1ccccc1	1	0.2	i	i	-40	i	i	i	-6	i	-4
CC1CCN(C(=O)C2CCN(S(=O)(=O)c3cccnc3)CC2)CC1	-2	0.0	i	i	-18	i	i	i	9	i	-4
Cn1cc(C=O)c2ccccc21	12	0.3	i	i	-17	i	i	i	-4	i	-8
C/C(=N\NC(=O)c1ccc2c(c1)OCO2)c1ccco1	-2	1.9	i	i	-88	i	i	i	-1	i	-58
Cc1ccc(C(=O)NCc2ccc(Cl)c(Cl)c2)o1	6	-0.4	i	i	-23	i	i	i	-4	i	7
COc1ccccc1C(=O)OCC(=O)Nc1ccc(Cl)cn1	5	0.0	i	i	-18	i	i	i	-4	i	0
CCn1c(COc2ccccc2C)nnc1SCc1nc2ccccc2c(=O)[nH]1	-3	-0.4	i	i	-41	i	i	i	-12	i	-6
O=C(CC1S/C(=N/N=C/c2ccco2)NC1=O)Nc1cccc(Cl)c1Cl (stereo unspecified)	-5	0.0	i	i	-4	i	i	i	-2	i	1
C#CCCOC(=O)N1C2=NC(C(=O)OC)=C(C(=O)OC)[C@@H]3N(C)c4ccccc4[C@]23C[C@H]1CO	.	-0.2	i	i	.	i	i	i	4	i	31
C/C(=C\c1ccccc1)C(=O)NCCc1ccccc1	2	0.6	i	i	-156	i	i	i	-6	i	-62
Cc1cccc(CSc2nc3ccncc3n2CC(=O)Nc2cc(C)cc(C)c2)c1	3	0.1	i	i	-15	i	i	i	14	i	-8
CN(Cc1ccccc1)C1=CC(=[N+]2CCCC2)CC(C)(C)C1	31*	1.3	i	i	-4	i	i	i	-4	i	-18
CC1CC(C)CN(CCCNC(=O)CN2C(=O)c3cccnc3Oc3ccccc32)C1 (stereo unspecified)	7	0.1	i	i	-18	i	i	i	-5	i	-4
CCNC(=O)c1sc2cc(C)ccc2c1Cl	-4	0.7	i	i	-25	i	i	i	-11	i	-55
CCOc1ccc(/C=N\NC(=O)CC(=O)NCCc2ccccc2)cc1	-4	1.6	i	i	-22	i	i	i	-3	i	9
c1csc(Cc2nn3c(-c4n[nH]c5c4CCC5)nnc3s2)c1	1	0.8	i	i	-16	i	i	i	9	i	-5
N/C(=N/O)c1cccn1Cc1ccccc1[N+](=O)[O-]	-1	-0.1	i	i	-13	i	i	i	0	i	36
CCCN(C(=O)C1CCN(S(=O)(=O)c2ccc(OC)c(OC)c2)CC1)C1CCS(=O)(=O)C1 (stereo unspecified)	.	-0.4	i	i	.	i	i	i	-4	i	11
CC1=C(C(=O)N2CCCC(N3CCN(c4cccc(C(F)(F)F)c4)CC3)C2)OCCO1 (stereo unspecified)	-11	-0.3	i	i	-15	i	i	i	-11	i	1
CC(C)N(Cc1ccccc1)S(=O)(=O)c1ccc(Cl)nc1	.	-0.3	i	i	.	i	i	i	8	i	4
CC(C)CN1C(=O)c2ccc(NC(=O)c3cccs3)cc2C1=O	0	2.4	i	i	-73	i	i	i	0	i	-129
CCCC1S/C(=N/N=C/c2cccs2)NC1=O (stereo unspecified)	4	0.7	i	i	-56	i	i	i	5	i	-24
Cc1ccc([N+](=O)[O-])cc1N(CC(=O)N1CCCCC1)S(C)(=O)=O	4	0.1	i	i	-8	i	i	i	.	i	4

Bioassay records as filed in PubChem BioAssay.
